Screening data deposited in PubChem BioAssay by Fisher Drug Discovery Resource Center.
mcGAS inh: cyclic GMP-AMP synthase inhibitors, mouse, primary biochemical chemiluminescence. Q8C6L5. recombinant cGAS, Kinase-Glo ATP depletion luminescence. inhibition, % at 12.5 µM. 0.15% of 160,000 active;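 also: 0% = negative control wells and 100% = reference inhibitor with no enzyme activity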
hcGAS inh: Primary biochemical luminescence assay for human cyclic GMP-AMP synthase inhibitors. Q8N884. recombinant h-cGAS, ATP depletion, Kinase-Glo luminescence. inhibition, % at 12.5 µM. 0.081% of 290,000 active. AID 1259398, 2018;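 also: 0% = vehicle reaction and 100% = reaction without DNA for no activity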
Target sequence (Q8N884 whole entry, looked up): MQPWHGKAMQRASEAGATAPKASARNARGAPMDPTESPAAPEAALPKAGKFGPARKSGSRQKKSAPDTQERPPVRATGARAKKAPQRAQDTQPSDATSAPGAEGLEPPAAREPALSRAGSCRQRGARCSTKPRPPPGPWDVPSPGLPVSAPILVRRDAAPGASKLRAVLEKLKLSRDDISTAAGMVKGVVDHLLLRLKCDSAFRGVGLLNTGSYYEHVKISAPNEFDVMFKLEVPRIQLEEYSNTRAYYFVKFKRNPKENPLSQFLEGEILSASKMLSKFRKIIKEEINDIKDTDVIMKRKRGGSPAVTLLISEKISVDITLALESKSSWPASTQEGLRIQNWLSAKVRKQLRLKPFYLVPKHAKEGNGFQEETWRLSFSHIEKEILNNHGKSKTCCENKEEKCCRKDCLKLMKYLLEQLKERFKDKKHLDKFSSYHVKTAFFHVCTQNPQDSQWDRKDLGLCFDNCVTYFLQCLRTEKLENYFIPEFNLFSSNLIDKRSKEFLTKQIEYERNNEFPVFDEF
NPYLR7 ag: agonists of mosquito NPYLR7 receptor, primary screen, cell-based, Aedes aegypti, calcium fluorescence, mosquito biting behavior | Aedes aegypti neuropeptide Y-like receptor 7 (NPYLR7) | HEK293T NPYLR7/Galpha15, GCaMP6s calcium fluorescence | activation, % at 10 µM | 0.15% of 270,000 active | AID 1259423, 2018; in the data active = activation above about 40%;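 also: 0% = vehicle and 100% = reference agonist at the receptor; some compounds past the cut are filed as inactive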
Active calls of the source: *; · = not tested or not shown; & = joins results of further samples. Rule as the data show it, unless noted: active = inhibition above about 40%; inactive = the rest.

1) COc1cc(NC(=O)C2CCCN2C(=O)C23CC4CC(CC(C4)C2)C3)cc(OC)c1OC (configuration not stated)
2) CCOC(=O)N1CCN(C(=O)CSc2nc3c(c(=O)n2-c2ccccc2OC)SCC3)CC1
3) COC(=O)c1ccc(S(=O)(=O)NNC(=O)c2cc(Br)cn2C)cc1
4) CCCN(C(=O)Nc1ccccc1Br)C(CC)c1nc2ccccc2c(=O)n1-c1ccc(OCC)cc1 (configuration not stated)
5) COc1ccc(NC(=O)C2CC2c2ccccc2F)c(OC)c1 (configuration not stated)
6) CC(C)c1nc(N2CC[C@@H]3[C@@H](CCC(=O)N3CCCCO)C2)no1
Assay by compound	1	2	3	4	5	6
mcGAS inh	·	-6.5	-7.3	-4.4	·	0.0
hcGAS inh	-3.4	-3.5	-5.1	-2.5	-11.0	1.7
NPYLR7 ag	3.3	-7.0	14.3	14.8	3.6	·

7) O=S(=O)(N1CCc2ccccc2C1)N1CC[C@H](CO)[C@H](O)C1
8) O=C(COCc1ccccc1)N1CCN(C(c2ccc(F)cc2)c2ccc(F)cc2)CC1
9) CN(CCCC1CCCO1)Cc1ncc[nH]1 (configuration not stated)
10) c1cnc(-c2nc(Cn3cnnc3)cs2)cn1
11) CCN(Cc1cccs1)C(=O)CCn1c(=O)[nH]c(=O)c2ccccc21
12) COc1ccccc1CCNC(=O)C(C1CCCC1)N1CCN(C(=O)c2ccc(F)cc2)CC1 (configuration not stated)
Assay by compound	7	8	9	10	11	12
mcGAS inh	-16.7	-6.3	-9.9	-8.8	·	-3.4
hcGAS inh	-1.8	-8.4	-2.8	-8.2	-4.5	-0.7
NPYLR7 ag	11.8	20.7	·	1.9	3.8	-11.1

13) O=C(NCCCNC(=O)[C@H]1CCCN1C(=O)Cc1cccs1)c1ccccc1
14) COc1ccc(CNc2oc(-c3ccc(COc4ccc(OC)cc4)o3)nc2C#N)cc1
15) COc1cccc(N2C(=O)C(=Cc3ccco3)C(=O)N(c3cccc(OC)c3)C2=O)c1
16) C=CCNC(=O)N[C@H]1CCN(C(=O)C=C(C)C)[C@@H]1C(=O)N(C)CC(N)=O
17) CCOc1ccccc1C(=O)Nc1ccc(N2CCN(C(=O)c3ccc(OC(F)F)cc3)CC2)nc1
18) Cn1c(SCC(=O)N2CCc3sccc3C2)nnc1-c1cccnc1
Assay by compound	13	14	15	16	17	18
mcGAS inh	-6.6	-9.3	-6.7	-7.5	-6.9	·
hcGAS inh	-9.5	-11.1	-2.2	-6.3	-8.4	-4.1
NPYLR7 ag	1.9	0.7	-4.8	-2.0	29.7	-5.7

19) CCOC(=O)c1cnn(-c2nc(CC)nc3sc4c(c23)CCC4)c1N
20) CCCCNC(=O)C1(C)CCN1Cc1ccc(NC(C)=O)cc1 (configuration not stated)
21) CCOc1cc(C#N)ccc1Oc1cc(C)nc2ncnn12
22) CN(C)CCCN(C(=O)c1cccc([N+](=O)[O-])c1)c1nc2c(F)cc(F)cc2s1
23) CCC(=O)Nc1cccc(OCC(=O)N2C[C@H]3CC[C@H]2C3)c1
24) COc1cc(OC)cc(C(=O)N2CCN(C(C(=O)NCc3ccco3)C3CCCC3)CC2)c1 (configuration not stated)
Assay by compound	19	20	21	22	23	24
mcGAS inh	-2.0	·	·	-7.4	-15.4	·
hcGAS inh	-0.7	-9.4	-2.4	-5.6	-2.3	4.0
NPYLR7 ag	1.9	7.0	6.6	4.5	-3.9	-4.8

25) COC1(OC)C(C)(C)OC2c3ccccc3C(=O)CC2C1(C#N)C#N (configuration not stated)
26) CCN(CC1CCOC1)C(=O)/C=C/c1ccc(C#N)cc1 (configuration not stated)
27) CCOc1ccccc1-c1nc(C(N)=O)c2[nH]c(=O)n(-c3ccc(OC)c(OC)c3)c2n1
28) S=C(NCC1COc2ccccc2C1)Nc1cccc(Cl)c1 (configuration not stated)
29) O=C(Nc1cccc(-c2cc3ccccc3[nH]2)c1)C1CCCN1Cc1ncc[nH]1 (configuration not stated)
30) N#Cc1c(N)c(C(=O)c2ccc(F)cc2)n2ccccc12
Assay by compound	25	26	27	28	29	30
mcGAS inh	·	·	0.0	·	-14.9	-6.9
hcGAS inh	-2.1	3.2	-4.1	-4.6	-4.1	-5.7
NPYLR7 ag	3.4	5.8	-3.7	1.3	11.6	-3.7

31) CC(NC(=O)C12CC3CC(CC(C3)C1)C2)C1CC2CCC1C2 (configuration not stated)
32) c1ccc(CN(Cc2cnc(-c3ccccn3)nc2)CC2CCCO2)nc1 (configuration not stated)
33) COc1cccc(CN2C(=O)COCc3cc(-c4cnn(C)c4)ccc32)c1
34) Oc1cc2ccccc2c(N=Nc2ccc(Cl)cc2)c1O
35) O=C(c1nc(N2CCCC2)nc2c1CCCC2)N1CCN(Cc2ccc3c(c2)OCO3)CC1
36) Nc1nc(CSc2nnc3c(n2)[nH]c2ccccc23)nc(N2CCOCC2)n1
Assay by compound	31	32	33	34	35	36
mcGAS inh	-5.0	-11.0	·	-13.5	-8.8	·
hcGAS inh	-5.9	-9.7	-4.1	-18.7	-7.1	-12.2
NPYLR7 ag	5.1	11.6	6.0	-5.4	1.5	-0.2

Entries by screen from above.
NPYLR7 ag, nos. 31–36: 5.1, 11.6, 6.0, -5.4, 1.5, -0.2
hcGAS inh, nos. 31–36: -5.9, -9.7, -4.1, -18.7, -7.1, -12.2

(more compounds)
37) COc1ccccc1N1C(=NC(=O)CCCC(=O)O)SC2CS(=O)(=O)CC21 (configuration not stated)
38) O=C(CC1CCCC1)N1CCC(N(Cc2cccnc2)C2CCOCC2)CC1
39) CNC(=O)c1cccc(C(=O)OCCc2cccs2)c1
40) c1ccc(-c2ccc3nnc(SCc4cccnc4)n3n2)cc1
41) Cn1c(=O)c2ccccc2n2c(CNc3cccc4c3CCCC4)nnc12
42) COc1ccc(CC2CN(C(=O)c3cc(C(C)C)n4ncnc4n3)CCO2)cc1 (configuration not stated)
Assay by compound	37	38	39	40	41	42
mcGAS inh	-7.7	0.0	·	-6.8	·	-14.8
hcGAS inh	-6.6	4.6	-3.7	-5.2	-11.6	-12.0
NPYLR7 ag	-8.8	·	0.3	-14.0	8.4	6.7

43) OC1CCN(c2ccnc(/C=C/c3ccccc3)n2)C1 (configuration not stated)
44) COc1cccc(Cc2nsc(N(C)CC(=O)N3CCN(C(c4ccccc4)c4ccccc4)CC3)n2)c1
45) Cc1nc(-c2ccccc2)sc1CNC(C)C(=O)NC1CCCC1 (configuration not stated)
46) COc1ccc(C(=O)N(Cc2c(-c3ccccc3)noc2N2CCSCC2)CC(C)C)cc1
47) COC(=O)Cn1cnc2sc3c(c2c1=O)CCC(C)C3 (configuration not stated)
48) CCCC(=O)N1CCCCC1C(=O)NC1CCc2ccccc21 (configuration not stated)
Assay by compound	43	44	45	46	47	48
mcGAS inh	-12.2	0.3	-8.8	-5.3	·	·
hcGAS inh	-5.3	-0.9	-5.3	-4.6	-12.0	-9.6
NPYLR7 ag	-3.5	-2.2	4.8	12.2	-0.7	-13.6

49) CCOC(=O)[C@H]1C[C@]2(CCCCNC2=O)N(C(=O)c2ccno2)[C@H]1c1ccccc1
50) Cc1nn(-c2ccccc2)c2nc(N)c(C#N)c(-c3c(F)cccc3Cl)c12
51) O=C(Nn1cnc2ccccc21)c1cccc(Cl)c1Cl
52) CC(C)NC(=O)Nc1ccc(N(C)C)c(CN(Cc2ccco2)C(=O)c2cccc(F)c2)c1
53) CCOC(=O)C=CC(=O)OCc1cc(=O)n2cc(C)ccc2n1
54) CC(=O)O[C@@H](C)C(=O)N1CCN(c2ncccc2C(=O)NCc2ccc3c(c2)OCO3)CC1
Assay by compound	49	50	51	52	53	54
mcGAS inh	-0.9	·	-7.8	-4.0	-6.6	-5.3
hcGAS inh	5.4	0.3	-4.8	-5.7	-6.0	-1.3
NPYLR7 ag	0.3	5.9	0.2	15.9	-0.3	3.9

55) CCOCCn1c(C)c(C)n2c3c(=O)n(C)c(=O)n(C)c3nc12
56) FC(F)(F)c1cccc(-c2cc3c(cn2)ncn3Cc2cccnc2)c1
57) Cc1cc(N)c2c(n1)N(C)CC2
58) Cc1ccc(CNC(=O)COc2cc(=O)n3cccc(C)c3n2)cc1
59) Cc1ccc2c(c1)c(-c1ccc(O)cc1)nn2C
60) CN(Cc1c(F)cccc1Cl)C(=O)C12CCC(=O)N1c1ccccc1S2 (configuration not stated)
Assay by compound	55	56	57	58	59	60
mcGAS inh	·	-4.1	·	-4.5	·	·
hcGAS inh	-1.6	-2.8	-3.8	-0.6	-3.5	-2.7
NPYLR7 ag	3.8	-4.5	-12.7	-5.4	-2.1	6.7

61) CC(C)c1nnc(NC(=O)Cc2ccccc2)s1
62) CC1Cc2cc(CNCC(=O)NCc3ccccc3F)ccc2O1 (configuration not stated)
63) Cc1nnc(CN2CCOc3c(O)cc(-c4cccc(Cl)c4)cc3C2)s1
64) CNC(=O)CNC(=O)c1c(C)oc(C)c1C
65) Cc1cccc(C)c1Nc1c(-c2ccc(C(F)(F)F)cc2)nc2c(OCc3ccccc3)cccn12
66) CC(C)(C)c1cc2nc(-c3ccccc3F)cc(C(=O)N3CCN(c4ccc([N+](=O)[O-])cc4)CC3)n2n1
Assay by compound	61	62	63	64	65	66
mcGAS inh	-5.8	-9.4	·	-16.5	-8.7	-8.3&-7.1
hcGAS inh	0.1	-2.2	-2.0	-5.3	-8.0	-10.4&-1.5
NPYLR7 ag	-4.7	2.6	5.8	-0.8	5.4	-10.9&22.1

67) Cc1nc2c(OCCN3C(=O)c4ccccc4C3=O)cccn2c1N(C)C(=O)CCC1CCCC1
68) O=c1c2c3nc4ccccc4nc3n(CCc3ccccc3)c2ncn1Cc1ccco1
69) O=C(/C=C/c1cc(F)ccc1F)N1CCC2(CCNC2=O)CC1
70) COc1ccc2cc(CNCc3ccc4c(c3)CCC4)ccc2c1
71) COc1cc(OC)c(C2c3cccn3CCCN2Cc2ccccn2)cc1OC (configuration not stated)
72) CC1CN(c2cc(Oc3ccc(F)c(Cl)c3)ncn2)CCN1C(=O)CCc1ccccc1 (configuration not stated)
Assay by compound	67	68	69	70	71	72
mcGAS inh	1.0	·	·	·	·	-3.7
hcGAS inh	3.4	2.2	-1.1	-6.8	2.5	-14.4
NPYLR7 ag	-5.4	0.8	8.2	14.3	-1.6	10.8

73) COCCN(Cc1ccc(OS(=O)(=O)c2cccc(C(F)(F)F)c2)cc1)C(=O)Nc1ccc(C)cc1C
74) Cc1ccc(-c2cc(C(=O)OCc3ccccc3C#N)[nH]n2)cc1
75) O=C(Nc1nnc(-c2ccncc2)o1)c1ccccc1Cl
76) CC(C)c1cc(C(=O)N(C)Cc2cnn(-c3ccc(F)cc3)c2)n(C)n1
77) COc1ccc(C2=CSC3=NS(=O)(=O)CCN23)cc1Br
78) O=C1NC(C(=O)NC2CCC3CCCC3C2)CS1 (configuration not stated)
Assay by compound	73	74	75	76	77	78
mcGAS inh	-5.9	·	-4.3	-17.7	·	·
hcGAS inh	-0.1	-0.7	-1.8	-5.2	-5.6	-5.9
NPYLR7 ag	-2.7	7.3	9.3	-0.9	-2.3	13.7

Part of the list above, with values under each structure:
Values in the order – mcGAS inh, hcGAS inh, NPYLR7 ag
(77) COc1ccc(C2=CSC3=NS(=O)(=O)CCN23)cc1Br
  ·, -5.6, -2.3
(73) COCCN(Cc1ccc(OS(=O)(=O)c2cccc(C(F)(F)F)c2)cc1)C(=O)Nc1ccc(C)cc1C
  -5.9, -0.1, -2.7
(78) O=C1NC(C(=O)NC2CCC3CCCC3C2)CS1 (configuration not stated)
  ·, -5.9, 13.7
(74) Cc1ccc(-c2cc(C(=O)OCc3ccccc3C#N)[nH]n2)cc1
  ·, -0.7, 7.3
(75) O=C(Nc1nnc(-c2ccncc2)o1)c1ccccc1Cl
  -4.3, -1.8, 9.3

Remaining list, next part.
79) COc1ccc(C(=O)N2CCCC(C(=O)c3ccc(C(F)(F)F)cc3)C2)o1 (configuration not stated)
80) CNCC(=O)NCCn1nc(-c2ccccc2)ccc1=O
81) O=C1NC2(CCCc3ccccc32)C(=O)N1CCOc1ccccc1 (configuration not stated)
82) CC(OCC(F)(F)F)C(=O)Nc1ccccc1Sc1nccn1C (configuration not stated)
83) CCOc1ccc(NC(=O)N(CC(=O)Nc2c(-c3ccccc3)c(C)nn2-c2ccccc2C)C(C)C)cc1
84) CC(C)N1CCCC(C)(C(=O)Nc2cccc(Oc3ccccc3)c2)C1 (configuration not stated)
Assay by compound	79	80	81	82	83	84
mcGAS inh	-3.1	-14.1	·	·	1.3	·
hcGAS inh	-0.8	-5.8	-0.1	1.3	9.3	-10.1
NPYLR7 ag	0.4	-2.0	6.2	2.4	-12.6	-0.8
